Dyrk1A ADPGlo: blocks rat Dyrk1A kinase activity | Q63470 | ADP-Glo luminescence, NFATc1 peptide | inhibition, % at 12.5 µM | hit rate 0.43% among 310,000 | AID 504441; in the data active = inhibition above about 50%;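 note: plate controls were vehicle with enzyme for no effect and no enzyme for full effect; many of its hits are not listed in these tables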
RGS4 pot: potentiators or activators of RGS4; HEK293 M3R/inducible RGS4, carbachol calcium flux Fluo4; stronger effect = lower value; B-score at 10 µM; hit rate 0.92% among 310,000; AID 463111;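 active = B-score of the integrated calcium signal more than 4 SD below the library mean, with starting fluorescence not abnormally high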;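 note: negative B-score means reduced calcium response which marks RGS4 activation or potentiation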
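test system = HEK293 cells with stable M3R and inducible RGS4 | schedule = recording 10 s baseline at 1 Hz, 100 s post-agonist | technique = Fluo4-AM (2 µM) calcium-flux fluorescence, kinetic read | measure = Agonist-evoked peak-minus-minimum fluorescence over baseline, integrated ratio, B score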
KCNK3 inh: human KCNK3 channel inhibition, primary screen. O14649. CHO-KCNK3 thallium flux, FluxOR fluorescence; stronger effect = lower value. B-score at 10 µM. hit rate 0.84% among 340,000. AID 602410;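 active = B-score under library mean minus 4 SD, starting fluorescence ratio at most library mean plus 5 SD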;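 note: more negative B-score means stronger inhibition of thallium flux through KCNK3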
hERG rescue: compounds protecting human hERG from proarrhythmic drug block | activation (rescue from dofetilide block), less the hit threshold, % at 10 µM | CHO-hERG, FluxOR thallium flux, dofetilide IC70 present | AID 1511 | hit rate 0.51% among 310,000 | Q12809;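 active = activation above the mean of controls blocked by dofetilide plus 5 SD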;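 note: thallium influx through hERG after potassium depolarization seen as dye fluorescence rise; in these data hits start at about 4.7%; inactives centre near -7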
KCNQ1 pot: human KCNQ1 channel potentiation or activation; hit rate 0.35% among 310,000; AID 2648; P51787; CHO-K1 KCNQ1, thallium flux FluxOR fluorescence; stronger effect = higher value; B-score at 10 µM;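 active = fluorescence ratio B-score, a plate-corrected score, at least three library SD, with initial intensity B-score within 5 SD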
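assay system = KCNQ1-transfected CHO-K1 cells | medium = assay buffer with matched DMSO | probe or stimulus = depolarizing K+/Tl+ stimulus, K2SO4 and Tl2SO4 each 12.5 mM in 5x stock | dosing = single dose | incubation = dye 90 min, compound 20 min, room temperature | detection = kinetic FluxOR fluorescence, 10 s baseline plus 110 s post-stimulus | evaluation = ratio B score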
HDAC3 inh: human HDAC3 inhibition; hit rate 0.15% among 320,000; O15379; recombinant HDAC3, fluorogenic peptide/trypsin coupled, fluorescence; inhibition, % at 8.3 µM; in the data active = inhibition above about 26%, passing the limit was not always enough; inconclusive = no clear call, values can overlap the other calls
KCNK9 block: human KCNK9 channel inhibition; HEK293 KCNK9, FluxOR thallium flux fluorescence; stronger effect = lower value; B-score at 10 µM; hit rate 1.2% among 310,000;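 active = ratio B-score over 3 SD below the library mean, with starting fluorescence within 5 SD of its mean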;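 note: negative B-score means less thallium flux so channel inhibition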
GSK3beta inhib: inhibitors of human GSK3beta kinase; P49841; activity score (negative = inhibition), % at 10 µM; GST-GSK3beta kinase, ADP-Glo luminescence, 60 min; stronger effect = lower value; hit rate 0.038% among 300,000; AID 2097;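 active = more than half of replicate wells score below -50%, meaning over 50% inhibition versus plate controls; inconclusive = some replicates but at most half score below -50%; inactive = no replicate scores below -50%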;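 note: 0% = median DMSO wells and -100% = median GW8510 positive control wells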
Target sequence (P49841 whole entry, looked up): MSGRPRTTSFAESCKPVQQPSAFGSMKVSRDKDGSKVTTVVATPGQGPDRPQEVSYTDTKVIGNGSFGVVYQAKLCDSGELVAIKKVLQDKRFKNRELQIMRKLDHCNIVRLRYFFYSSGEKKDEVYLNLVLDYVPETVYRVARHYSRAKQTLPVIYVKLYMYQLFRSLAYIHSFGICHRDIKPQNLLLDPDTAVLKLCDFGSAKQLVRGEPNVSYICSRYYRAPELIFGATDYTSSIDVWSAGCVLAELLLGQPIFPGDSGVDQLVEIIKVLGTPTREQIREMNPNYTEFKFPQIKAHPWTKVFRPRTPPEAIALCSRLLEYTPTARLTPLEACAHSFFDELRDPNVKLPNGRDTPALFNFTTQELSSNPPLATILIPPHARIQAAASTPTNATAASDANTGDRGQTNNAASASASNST
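Test system – GST-tagged human GSK3beta kinase, cell-free · Incubation – 60 min enzyme reaction, room temperature · Signal – ADP-Glo luminescence · Also added – peptide substrate and ATP at 25 µM · Controls – DMSO neutral wells and GW8510 at 20 µM as positive · Buffer or medium – Tris/MgCl2 kinase buffer · Measure – Luminescence-derived activity versus plate DMSO and GW8510 wells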
GSK3A inh: blocks human GSK-3 alpha kinase | P49840 | ADP-Glo luminescence, 60 min | inhibition, % at 10 µM | hit rate 0.1% among 320,000;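 in the data active = inhibition above about 50%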;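 note: GST-tagged GSK-3 alpha with peptide substrate and 25 µM ATP; 0% = DMSO neutral wells and 100% = GW8510 positive control wells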
Target sequence (P49840 whole entry, looked up): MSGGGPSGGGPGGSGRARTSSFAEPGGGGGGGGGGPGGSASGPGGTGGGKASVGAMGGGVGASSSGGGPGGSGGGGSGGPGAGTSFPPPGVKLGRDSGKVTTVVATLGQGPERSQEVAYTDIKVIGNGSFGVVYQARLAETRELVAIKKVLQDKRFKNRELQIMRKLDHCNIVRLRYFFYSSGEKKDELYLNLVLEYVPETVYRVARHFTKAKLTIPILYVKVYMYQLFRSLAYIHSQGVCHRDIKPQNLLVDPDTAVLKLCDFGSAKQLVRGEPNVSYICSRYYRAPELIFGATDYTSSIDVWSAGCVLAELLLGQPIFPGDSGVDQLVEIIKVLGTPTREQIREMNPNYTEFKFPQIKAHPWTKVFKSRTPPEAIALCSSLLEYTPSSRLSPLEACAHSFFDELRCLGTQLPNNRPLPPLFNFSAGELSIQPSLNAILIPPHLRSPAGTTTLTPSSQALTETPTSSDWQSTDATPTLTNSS
PolyA inhibitor: inhibitors of polyadenylation in S. cerevisiae. S. cerevisiae SKY197-pL101 polyadenylation reporter, beta-gal luminescence; efflux-impaired pdr1/pdr3 knockout yeast; score 100 = 6 SD above DMSO. calls only at 12 µM. hit rate 0.02% among 300,000;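 active = lowest replicate activity score at least 50, where 100 means six control SD above control mean; inconclusive = lowest score under 50 but half or more replicates reach 50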;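 note: yeast exposed to compound for 9 h at 30 °C; higher score means more reporter readthrough which indicates perturbed polyadenylation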
KCNQ1 inh: human KCNQ1 channel inhibition | P51787 | B-score at 10 µM | hit rate 1.3% among 310,000 | CHO-K1 KCNQ1, FluxOR thallium flux fluorescence; stronger effect = higher value | AID 2642;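 active = compounds whose thallium flux B-score, printed positive for inhibition, exceeds three library SD while starting fluorescence stays within three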;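 note: channel opened by potassium depolarization with thallium stimulus after 20 min compound exposure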
* hit, by the source's call; i = inactive; ? = inconclusive; . = not tested or not shown. These rows are one share of the data; count on the stated rates, not on these rows.

Values run as follows: Dyrk1A ADPGlo, RGS4 pot, KCNK3 inh, hERG rescue, KCNQ1 pot, HDAC3 inh, KCNK9 block, GSK3beta inhib, GSK3A inh, PolyA inhibitor, KCNQ1 inh
- CCCN1CCN(C(=O)Cn2cnc3sc(C)c(S(=O)(=O)N4CCC(C)CC4)c3c2=O)CC1
 : 4, i, i, -9, i, -7, i, ., 0, i, i
- CN(Cc1nc(-c2ccc(Cl)cc2)no1)C(=O)c1ccc2c(c1)OCO2
 : 4, i, i, -16, i, ., i, 3, ., i, i
- O=C(COc1ccc(Br)cc1)NCCNC(=O)c1ccccn1
 : ., i, i, -8, i, 1, i, -3, -2, i, i
- CCCN=CC1=C(O)CC(c2ccccc2)CC1=O (configuration not stated)
 : -1, i, i, -2, i, -2, i, 2, 1, i, i
- c1ccc(-c2ccc3nnnn3n2)cc1
 : 0, i, i, -7, i, -5, i, 1, 1, i, i
- O=C1c2ccc([N+](=O)[O-])cc2S(=O)(=O)N1Cc1ccccc1
 : -2, i, i, -4, i, -3, i, 0, -1, i, i
- CCCc1cc2c(cc1NC(=O)c1ccco1)OCO2
 : ., i, i, -21, i, -13, i, -1, -6, i, i
- CN(C)c1ccc(C(CN)c2c[nH]c3ccccc23)cc1 (configuration not stated)
 : ., i, i, -7, i, 3, i, -1, 2, i, i
- Cc1cc(C)n(-c2cccc(F)n2)n1
 : -4, i, i, -1, i, -5, i, -1, -2, i, i
- COc1ccc(OC)c2sc(NNC(=O)C3COc4ccccc4O3)nc12 (configuration not stated)
 : 5, i, i, -9, i, 0, i, -3, -1, ., i
- CCN(CC(N)=O)S(=O)(=O)c1ccc(Br)cc1
 : 5, i, i, -10, i, -1, i, 1, 2, i, i
- CCCC/C(O)=C/c1nc2ccccc2[nH]c1=O
 : -7, i, i, -2, i, 1, i, 1, 1, i, i
- O=C(N/N=C/c1ccccn1)c1cc(-c2ccncc2)nc2ccccc12
 : -6, i, i, -29, i, 2, i, -1, 3, i, i
- O=C(c1ccccc1F)N1CCCC(c2ccccc2)C1 (configuration not stated)
 : -3, i, i, -10, i, 4, i, 4, -4, i, i
- COc1ccc(-c2cc(C)no2)cc1S(=O)(=O)NCCCN(C)Cc1ccccc1
 : -2, i, i, -6, i, ?, i, 1, -1, i, i
- CCN(CC)S(=O)(=O)c1cc(Br)ccc1OC
 : -1, i, i, -12, i, 6, i, -2, 1, i, i
- COc1ccc(OC)c(CNC(=O)C(C)n2nc(C)c3c(C)n(-c4ccccc4)nc3c2=O)c1 (configuration not stated)
 : -6, i, i, -3, i, 1, i, 1, -1, i, i
- CCOc1ccc(C(=O)CCC(=O)N2CCN(c3ncccn3)CC2)cc1
 : 0, i, i, -4, i, ., i, -5, -3, i, i
- Cc1ccc(Cl)cc1N1CCN(CC(=O)NC2CCCc3ccccc32)CC1 (configuration not stated)
 : 2, i, i, -5, i, 8, i, -1, 0, i, i
- CC1=C(C)C(=O)N(C(C)CCc2ccccc2)C1=O (configuration not stated)
 : ., i, i, 0, i, 1, i, -4, -1, i, i
- CCc1ccc(NC(=O)CCC(=O)N2CCSc3ccccc32)cc1
 : 21, i, i, -14, i, -1, i, 1, ., ., i
- CCCNC(=O)Cn1nc(C(F)(F)F)c2c1CCCC2
 : -1, i, i, -6, i, 7, i, 1, 0, i, i
- Cc1c(F)cccc1NC(=O)c1ccc2c(c1)CCN2S(C)(=O)=O
 : 15, i, i, 2, i, 1, i, -22, 2, i, i
- CN(C(=O)COC(=O)c1cccc(F)c1)c1ccccc1
 : 2, i, i, -5, i, -2, i, -1, -3, i, i
- CC1CCCC(C)N1S(=O)(=O)c1ccc(NC(=O)CNCC2CCCO2)cc1 (configuration not stated)
 : 0, i, i, -8, i, -7, i, 3, -1, i, i
- CC(=O)SCCC(=O)N1C(C)CCCC1C(=O)O (configuration not stated)
 : -8, i, i, -7, i, -5, i, 0, 3, i, i
- Cc1cc(OCc2cc(C(=O)N(C)C(C)c3ccccn3)no2)cc(C)c1Cl (configuration not stated)
 : -3, i, i, -8, i, 14, i, 0, 2, i, i
- COCCSc1nnc(NC(=O)c2ccc(NC(C)=O)cc2)s1
 : 4, i, i, -13, i, 3, i, 2, -2, i, i
- Cc1nc2c(sc3nc(N4CCOCC4)c4c(c32)CC(C)(C)OC4)c(-c2ccccc2)c1C(=O)O
 : -10, i, i, -15, i, ., i, 2, 2, i, i
- O=C(NCc1ccccc1)c1cc(S(=O)(=O)N2CCOCC2)ccc1F
 : 8, i, i, -12, i, 1, i, 1, 0, i, i
- Cc1cccn2c(=O)c(C=O)c(Nc3ccccc3)nc12
 : 1, i, i, -2, i, 3, i, -1, -2, i, i
- COc1ccc(NC(=O)CCNS(=O)(=O)c2cccc3nsnc23)c(OC)c1
 : -5, i, i, -6, i, -1, i, -2, -1, i, i
- O=C(NCc1cccnc1)Nc1ccccc1
 : -46, i, i, -5, i, 4, i, 0, -2, ., i
- Cc1ccc(C(=O)Nc2ncccc2O)o1
 : 0, i, i, -10, i, 11, i, 2, -2, i, i
- Cc1ccc(C(=O)N2c3ccccc3OCC2C)cc1 (configuration not stated)
 : 2, i, i, -4, i, 4, i, -2, -2, i, i
- COc1cc(CNn2cn[nH]c2=S)ccc1OCC(=O)NC(C)(C)C
 : -4, i, i, -4, i, 7, i, ., -2, i, i
- C/C(=N\NC(=O)c1ccc(Cl)cc1)c1ccccn1
 : 0, i, i, -7, i, 2, i, -3, 2, i, i
- CC(=O)C1=C(O)C(=O)N(C)C1c1ccccc1[N+](=O)[O-] (configuration not stated)
 : -4, i, i, -6, i, 2, i, 3, 11, i, i
- O=C(N/N=C/c1ccccc1[N+](=O)[O-])c1ccc2c(c1)OCCO2
 : 4, i, i, -11, i, 6, i, 0, 0, i, i
- Cc1ncoc1C(=O)Nc1ccccc1-c1ccccc1
 : 5, i, i, -8, i, 3, i, -2, 1, i, i
- CC(=O)c1sc(NC(=O)c2ccc(F)c(F)c2)nc1C
 : 1, i, i, -6, i, -4, i, -1, 0, i, i
- O=C(C[N+]1(CC#Cc2ccccc2)CCOCC1)c1ccccc1
 : 0, i, i, -14, i, -9, i, 4, 2, i, i
- CN(C)c1ccc(N/C(=N\S(=O)(=O)c2cccs2)c2ccccc2)cc1
 : -2, i, i, -8, i, 2, i, -2, 0, i, i
- Cc1ccc(S(=O)(=O)c2ccc(Cl)cc2)cc1S(=O)(=O)N1CCOCC1
 : 5, i, i, -7, i, -3, i, 2, -2, i, i
- O=C(C[n+]1ccc(C(=O)c2ccccc2)cc1)Nc1ccc(C(F)(F)F)cc1
 : 4, i, i, -8, i, -3, i, 1, 3, i, i
- O=C(NCC1CCCO1)c1onc(CSc2cccc3ccccc23)c1C(=O)O (configuration not stated)
 : 0, i, i, -3, i, 2, i, 8, -8, i, i
- CC1(C)CC(=O)C=C(N2CCOCC2)C1
 : -4, i, i, -14, i, 6, i, -4, -1, i, i
- Cc1cccc(N(CC(=O)NCCSCc2ccccc2)S(C)(=O)=O)c1
 : 2, i, i, 0, i, 2, i, 1, 4, i, i
- O=C(C1=C[C@@H](c2csc3ccccc23)C[C@@H](OCc2ccc(CO)cc2)O1)N1CCN(Cc2ccc3c(c2)OCO3)CC1
 : 6, i, i, -9, i, -1, i, 0, -2, i, i
- COc1ccc(CN2CCC(CNC(=O)NC3CCCCC3)CC2)cc1
 : 1, i, i, -5, i, -5, i, 0, 0, i, i
- CCOc1cc(/C=N/Nc2ncnc(Cl)c2N)ccc1O
 : 14, i, i, -2, i, 2, i, -12, 28, i, i
- O=C(NCC1CCCCC1)c1cccnc1
 : 1, i, i, -4, i, 3, i, 2, 0, i, i
- O=C(Nc1ccc2c(c1)OCO2)c1cccc2c1C(=O)N(Cc1cccnc1)C2
 : -2, i, i, -6, i, -1, i, -1, 1, i, i
- O=C(Nc1ccccc1)c1ccncc1
 : -5, i, i, -10, i, -2, i, 5, 2, i, i
- Cc1ccc(C2=Nc3ccccc3SC(c3cccc([N+](=O)[O-])c3)C2)cc1 (configuration not stated)
 : 7, i, -13*, -5, i, -7, -13*, 0, -2, i, i
- CC(=O)Nc1ccc(NC(=O)c2ccnn2C)cc1
 : -1, i, i, -6, i, 0, i, 0, 0, i, i
- Cc1cc2cc3c(cc2nc1SCC(=O)O)CCC3
 : ., i, i, -10, i, 12, i, -2, 1, i, i
- N=c1n(N)c2ccccc2n1CC(=O)c1ccc(Br)cc1
 : -3, i, i, -9, i, 0, i, 2, 5, i, i
- CCCNC(=O)c1ccc2c(=O)c(O)c(-c3ccc(OC)cc3)[nH]c2c1
 : -5, i, i, -7, i, -1, i, 3, 0, i, i
- Cc1ccc(/C=N/NC(=O)CSc2nc3ccccc3n2Cc2ccc(Cl)cc2)o1
 : -2, i, i, -11, i, ?, -21*, -5, 1, i, i

(list continues)
Values run as follows: Dyrk1A ADPGlo, RGS4 pot, KCNK3 inh, hERG rescue, KCNQ1 pot, HDAC3 inh, KCNK9 block, GSK3beta inhib, GSK3A inh, PolyA inhibitor, KCNQ1 inh
- CC1CCN(C(=O)CCc2nnc3ccc(NCc4ccco4)nn23)CC1
 : -2, i, i, -8, i, 2, i, 0, 1, i, i
- CSc1ccccc1NC(=O)c1cc(-c2cccnc2)nc2ccc(Br)cc12
 : -1, i, -13*, -9, i, 2, i, 1, -1, i, i
- Cc1c(C(C)(C)O)[nH]c2ccc(C#N)cc12
 : 10, i, i, -5, i, -2, i, 0, -2, i, i
- Cc1ccc(C)c(OCC(=O)N(Cc2nnc(-c3ccccc3Cl)o2)C2CC2)c1
 : -3, i, i, -17, i, ., i, 4, ., i, i
- CC(=O)Nc1ccc(N2C(=O)CCC2=O)cc1C
 : 3, i, i, -1, i, -12, i, -1, -5, i, i
- Cc1cc2cc(CNC(=O)Nc3ccccc3)ccc2[nH]1
 : 0, i, i, -13, i, 4, i, -1, -1, i, i
- CCN1/C(=C\c2ccc3cc(C)ccc3[n+]2CC)Sc2cc(C)c(C)cc21
 : -6, i, i, -15, i, ., i, -8, ., i, 17*
- COc1cc(OC)c(CN2CCN(c3ccc(F)cc3)CC2)cc1Br
 : 6, i, i, -10, i, 0, i, 2, -1, i, i
- Cc1cccc(C)c1OC(=O)CN1C(=O)c2ccccc2C1=O
 : ., i, i, 3, i, 4, i, -1, 2, i, i
